FBPA Giardia inh = blocks Giardia fructose-bisphosphate aldolase activity; A8B2U2; purified Giardia FBPA; Potency, µM (top dose mostly 59.6 µM), for the others: top-dose activity, negative = inhibition, hits mostly inhibitors; hit rate 0.71% among 290,000; AID 2451; further: potency means the concentration at half of the fitted maximal effect; on the % scale 0 is the no-effect control and ±100 the full control effect; nearly all actives have a fitted effect of over 55% in size
Target sequence (A8B2U2 whole entry, looked up): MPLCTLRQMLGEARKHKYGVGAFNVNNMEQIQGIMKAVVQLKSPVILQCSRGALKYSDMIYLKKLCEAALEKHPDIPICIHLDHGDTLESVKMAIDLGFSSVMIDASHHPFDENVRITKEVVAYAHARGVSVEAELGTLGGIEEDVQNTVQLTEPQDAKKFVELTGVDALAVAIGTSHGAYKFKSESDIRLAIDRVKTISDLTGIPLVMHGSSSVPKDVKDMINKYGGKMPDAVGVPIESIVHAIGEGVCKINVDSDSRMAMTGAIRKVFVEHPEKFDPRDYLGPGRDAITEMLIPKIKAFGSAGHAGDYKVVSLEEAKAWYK
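Giardia FBPA (40 nM reagent) was preincubated 10 min at RT with compound (up to 57.5 uM final), then substrate plus GAPDH/TPI/NAD/arsenate coupling system with diaphorase/resazurin was added; resorufin fluorescence (525/598 nm) was read after 20 min.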
Pf growth 96h = P. falciparum growth inhibition at 96 hour, primary screen for plastid delayed-death inhibitors; P. falciparum luciferase reporter growth, 96 h; Potency, µM (doses to about 28.7 µM), inactives show at the highest dose activity change, negative = inhibition, actives largely listed as inhibitors; hit rate 6.9% among 320,000; further: potency means the concentration at half of the fitted maximal effect; on the % scale 0 is the no-effect control and ±100 the full control effect
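Cell-based qHTS: luciferase-tagged P. falciparum in erythrocytes (2% hematocrit, 0.05% parasitemia final) incubated with compounds for 96 hours, 37 C, 5% CO2; luciferase detection reagent then added and luminescence measured.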
HCV inh = blocks hepatitis C virus | Huh7.5.1 HCVcc-Cre infection, luciferase reporter, 44 h | Potency, µM (highest dose often 41.8 µM), inactives show at the top dose activity change, negative = inhibition, most hits filed as inhibitors | hit rate 3.4% among 340,000; further: potency means the concentration at half of the fitted maximal effect; on the % scale 0 is the no-effect control and ±100 the full control effect
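Cells (1,000/well) were plated 4 h before compound, then infected with HCVcc-Cre virus (~0.5 moi). After 44 h further culture, infection was read as luciferase luminescence following a 15 min substrate incubation at room temperature.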
Shiga toxin inh = Shiga toxin inhibition. Vero cells, Shiga toxin protein synthesis inhibition reporter. inhibition, % at 38.7 µM. hit rate 9.2% among 290,000; in the data active means inhibition mostly above about 28%, no sharp cut-off; inactive means mostly below about 43%; further: 0% is about no effect
Pf growth 48h = inhibits P. falciparum growth in the first generation, 48 h; P. falciparum luciferase growth in erythrocytes, 48 h; AID 504832; hit rate 5.9% among 310,000; Potency, µM (top dose mostly 28.7 µM), for the others: top-dose activity change, negative = inhibition, usual class: inhibitors; further: potency means the concentration at half of the fitted maximal effect; on the % scale 0 is the no-effect control and ±100 the full control effect
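Erythrocytes infected with P. falciparum carrying an integrated firefly luciferase reporter (2% hematocrit, 0.1% parasitemia final) were exposed to compounds in RPMI 1640 with 0.5% Albumax at 37 C, 5% CO2. Growth inhibition was scored as reduced luminescence.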
Cycloheximide cs = counter-screen for Shiga toxin inhibitors: cycloheximide protein synthesis inhibition; AID 2314; max response, %; cell reporter, cycloheximide protein synthesis inhibition counterscreen; hit rate 12% among 300,000; in the data active means max response mostly above about 13%, no sharp cut-off; inactive means mostly below about 14%; further: read at 38.3 µM for the half of the compounds with a filed dose; 0% is about no effect
The depositor's hits bear a star; ? = inconclusive; nt = no result given; [ ] = another dose, or the depositor's remark. Unless noted, the call rests on the fitted dose curve; in most records, active means well fitted curve in the direction sought with a large enough effect; inconclusive means small, poorly fitted or top-dose-only effect, or another doubt; inactive means no such curve, though single readings can be large; an effect the other way counts as inactive or inconclusive.

item	smiles	FBPA Giardia inh	Pf growth 96h	HCV inh	Shiga toxin inh	Pf growth 48h	Cycloheximide cs
1	CN(/C(=N\S(=O)(=O)c1ccccc1)C(F)(F)F)c1ccccc1	10%	129%[activator]	9%	-6	42%[activator]	3
2	CN(C)c1ccc(S(=O)(=O)c2ccc(Cl)cc2)cc1	11%	0%	22%	19	24%	-1
3	CCOc1nc(-c2ccc(OC)cc2)ccc1-c1noc(C)n1	-9%	-5%	?	-5	?	7
4	Cc1cccc(/C=N/n2c(-c3ccco3)n[nH]c2=S)c1	-1%	112%[activator]	10%	-13	57%[activator]	-2
5	Cn1c(C(N)=O)cnc1Sc1ncc(C(F)(F)F)cc1Cl	-1%	56%[activator]	15%	10	0%	-4
6	Cn1c(N2CCCC2)nc2c1c(=O)[nH]c(=O)n2C	-7%	?	6%	-10	-6%	-1
7	COc1ccc(/C=C2\SC(=S)N(CC(=O)OCC(=O)Nc3cc(Cl)cc(Cl)c3)C2=O)cc1	?	22%	-5%	-6	18%	2
8	Cn1cccc1Cc1nnc(SCC(=O)NCCc2ccccc2)n1C	2%	7%	21%	-7	-4%	4
9	CC(C)Cc1nc2sc3c(=O)[nH]cnc3c2c2c1CCC2	4%	14%	-1%	24	3%	1
10	COc1ccc(N2CCN(C(=O)CCc3cc(OC)c(OC)c(OC)c3)CC2)cc1	3%	?	-15%	-11	-16%	-1
11	Cc1ccc2nc(SCC(=O)NCc3ccco3)c(C)cc2c1	7%	0%	-16%	23	?	-2
12	CCCS(=O)c1nc(C)cc(C)c1S(C)(=O)=O (stereo not drawn)	0%	26%	12%	-23	-11%	-4
13	CC(=O)c1cnc2c(-c3ccccc3)cnn2c1C	5%	80%[activator]	12%	27	46%[activator]	18*
14	CCCCCc1c(C)nc(N2CCOCC2)[nH]c1=O	16%	8.3µM*	14%	-9	-20%	0
15	O=C(CSc1nnc(C2COc3ccccc3O2)o1)N1CCCC1 (stereo not drawn)	-2%	?	13%	52*	?	47*
16	CCOc1ccc(CCNC(=O)c2cc3sccc3n2CC)cc1OCC	9%	0%	7.9µM*	15	?	8
17	CCNC(=O)NC(=O)COC(=O)CCCSc1nc2ccccc2[nH]1	0%	?	-8%	18	19%	1
18	COc1ccc(-c2cc(Nc3ccccc3NC(=O)C(F)(F)F)n(CCC#N)n2)cc1	5%	?	8%	-5	-22%	6
19	COc1cc(C(=O)Nc2cccc(C)n2)ccc1OCC(=O)N1CCOCC1	nt	-17%	4%	nt	18%	nt
20	COc1cc(/C=N/N=C2/NC(=O)C(c3ccccc3)S2)ccc1O (stereo not drawn)	-1%	-12%	8%	-2	-16%	6
21	CC(=O)N1CCN(CC(=O)O)CC1	-1%	6%	nt	6	-5%	-2
22	CN1CCN(CCC(=O)N/N=C/c2cc([N+](=O)[O-])ccc2OC(F)F)CC1	5%	43%[activator]	-1%	-14	-1%	7
23	CCN1CCCC1CNC(=O)c1ccc(Sc2ccccc2Cl)c([N+](=O)[O-])c1 (stereo not drawn)	-1%	2%	5.6µM*	-19	?	-3
24	COc1ccc(CC(=O)NC2=NCCS2)cc1	-1%	17%	18%	2	nt	4
25	CCOCCCNC(=O)c1cn(CC)c2ccc(S(=O)(=O)N3CCC(C)CC3)cc2c1=O	-1%	?	16%	25	-25%	13
26	O=C(CC12CC3CC(CC(C3)C1)C2)NCO	14%	7%[5.75 µM]	-2%	27	29%	0
27	CC(=O)NNC(=O)c1ccncc1	0%	-5%	-2%	8	15%	-2
28	COC(=O)c1cc(C(=O)c2cc(Cl)ccc2O)coc1=N	4%	22%	23%	40	42%[activator]	4
29	CCn1c(C)cc2c(c1=O)C(c1ccc3c(c1)OCO3)C(C#N)=C(N)O2 (stereo not drawn)	0%	?	-16%	-3	?	-2
30	CC1(C)CC(=O)C2=C(C1)NC(=O)CC2c1ccccc1F (stereo not drawn)	7%	60%[activator]	6%	-4	-13%	0
31	O=C(O)CC/C(=N/Nc1ncc(C(F)(F)F)cc1Cl)C(=O)O	11µM*	4%	3%	35	1%	-3
32	CCCCSc1nc(C)[nH]c1[N+](=O)[O-]	-27%	?	5%	2	nt	-4
33	O=C(Nc1nnc(S(=O)(=O)Nc2ccccc2)s1)c1ccccc1Cl	5%	?	4%	18	15%	-2
34	O=C(CSc1ncccn1)Nc1ccc(S(=O)(=O)N2CCCCC2)cc1	0%	?	-5%	-17	-13%	1
35	CCn1ccnc1CN(C)C(=O)c1cc(COc2ccc(OC)c3ccccc23)on1	?	-24%	?	12	?	8.3*
36	O=C(N/N=C/c1cccs1)c1n[nH]c2c1CCC2	-1%	?	-12%	45*	119%[activator]	33*
37	CC(NC(=O)c1ccccc1)C(=O)NNC(=O)c1ccccc1Cl (stereo not drawn)	nt	7%	9%	nt	26%	nt
38	Cc1ccc(C(=O)C2CCN(CC(=O)NC3CCCCC3)CC2)cc1	7%	nt	?	-13	-9%	-4
39	O=C(OCc1cccc(F)c1)c1ccc2c(c1)-c1ccccc1C2=O	2%	38%[activator]	-21%	-6	1%	-3
40	OCC[C@H]1C[C@@H](O)[C@H](O)[C@]2(OCCc3ccccc32)O1	nt	-10%	9%	nt	?	nt
41	COc1ccc(C2C(C(C)=O)=C(O)C(=O)N2c2nccs2)c(OC)c1 (stereo not drawn)	-10%	-6%	-4%	-4	0%	-3
42	O=C(O)c1ccc(OC2CSC2)cc1	10%	6%	?	-18	-2%	17
43	Cc1cc(-c2nnc(SCC(=O)Nc3ccc(Cl)cn3)n2N)n[nH]1	nt	?	-14%	-6	?	10
44	CC(=O)NNC(=O)c1sc(=S)n2c1[nH]c(=O)c1sccc12	18µM*	?	12%	-10	-23%	-2
45	Cc1ccc(NC(=O)CSCC(=O)N(C)Cc2ccc(Cl)c(Cl)c2)cc1	nt	?	-6%	nt	?	nt
46	CCCCC#Cc1ccc2c(c1)COc1c3ccccc3nn1-2	0%	139%[activator]	-6%	56*	71%[activator]	37*
47	CCOC(=O)c1c(C)nn(Cc2cccc(Cl)c2)c1N	7%	5%	?	-11	10%	-3
48	Cc1ccc(-n2c(C)n[nH]c2=S)cc1	?	11%	nt	3	35%[activator]	-2
49	Cc1ccc(C)c(S(=O)(=O)N2CCCC2CNC(=O)C(=O)NCc2ccco2)c1 (stereo not drawn)	nt	0%	0%	nt	?	nt
50	CCO[C@@H]1OC(C(N)=O)=C[C@H](c2cn(C(C)=O)c3ccccc23)[C@H]1CCCO	5%	46%[activator]	3%	-19	-7%	2

2 compounds from above, limited to Pf growth 48h and FBPA Giardia inh.
entry | smiles | Pf growth 48h | FBPA Giardia inh
37 | CC(NC(=O)c1ccccc1)C(=O)NNC(=O)c1ccccc1Cl (stereo not drawn) | 26% | nt
38 | Cc1ccc(C(=O)C2CCN(CC(=O)NC3CCCCC3)CC2)cc1 | -9% | 7%

Following part
[51] COc1cc(O)oc1C=Nc1ccccc1
[52] COC(=O)Cc1c(C)c2c(O)cc(C)cc2oc1=O
[53] c1ccc(-c2csc3ncnc(N4CCOCC4)c23)cc1
[54] O=C(O)CSc1nc2c(c(=O)[nH]1)CCCC2
[55] CCC1CCCCN1Cc1ccc(N)cc1 (stereo not drawn)
[56] COc1ccccc1OCCNC(=O)Nc1ccc(Br)cc1
[57] O=C(N/N=C/c1ccoc1)c1ccc([N+](=O)[O-])cc1
[58] Cc1ccc(NCC(=O)N/N=C\C(Br)=C\c2ccccc2)cc1
compound no.	51	52	53	54	55	56	57	58
FBPA Giardia inh	-14%	-6%	4%	-3%	15%	1%	nt	2%
Pf growth 96h	0%	-27%	32%[activator]	5%	33%[activator]	13%	53%[activator]	32%[activator]
HCV inh	-1%	?	-4%	-3%	9%	?	-1%	?
Shiga toxin inh	109*	13	-8	19	-1	38	10	-18
Pf growth 48h	62%[activator]	-6%	-4%	20%	0%	3%	16%	nt
Cycloheximide cs	27*	-2	2	-2	-3	8	13	9

[59] C/C(=N\NC(=O)c1c([N+](=O)[O-])c(C)nn1C)c1ccc(NC(=O)c2ccc(C)o2)cc1
[60] CCCn1c(N)c(N(CCOC)C(=O)c2cccc(F)c2)c(=O)[nH]c1=O
[61] COc1ccc(/C=N/NC(=O)c2ccco2)cc1Cn1nc(C)cc1C
[62] COc1ccc(Br)c(C(=O)Nc2cccc(Cl)c2Cl)c1
[63] O=C(NCCc1ccc(Cl)cc1)C1(c2ccccc2)CC1
[64] COC(=O)c1cc(C(=O)OCC(=O)N2c3ccccc3NC(=O)C2(C)C)cc([N+](=O)[O-])c1
[65] CC1CCN(C(=O)c2[nH]cnc2C(=O)N2CCN(C(=O)OC(C)(C)C)CC2)CC1
[66] Cc1ccc(S(=O)(=O)N2CCCN(C)CC2)cc1
compound no.	59	60	61	62	63	64	65	66
FBPA Giardia inh	nt	7%	4%	0%	nt	-4%	nt	1%
Pf growth 96h	76%[activator]	-3%	-13%	26%	-15%	19%	38%[activator]	0%
HCV inh	-19%	2%	2%	-3%	-6%	?	10%	21%
Shiga toxin inh	51*	-1	67*	-15	-6	-16	nt	-7
Pf growth 48h	54%[activator]	2%	13%	4%	21%	9%	32%	5%
Cycloheximide cs	25*	4	34*	3	-2	1	nt	-3

Complete entries from above. Screens in order: FBPA Giardia inh	Pf growth 96h	HCV inh	Shiga toxin inh	Pf growth 48h	Cycloheximide cs
CC1CCN(C(=O)c2[nH]cnc2C(=O)N2CCN(C(=O)OC(C)(C)C)CC2)CC1 is listed with nt	38%[activator]	10%	nt	32%	nt
O=C(NCCc1ccc(Cl)cc1)C1(c2ccccc2)CC1 is listed with nt	-15%	-6%	-6	21%	-2
COc1ccc(Br)c(C(=O)Nc2cccc(Cl)c2Cl)c1 is listed with 0%	26%	-3%	-15	4%	3
CCCn1c(N)c(N(CCOC)C(=O)c2cccc(F)c2)c(=O)[nH]c1=O is listed with 7%	-3%	2%	-1	2%	4
Cc1ccc(S(=O)(=O)N2CCCN(C)CC2)cc1 is listed with 1%	0%	21%	-7	5%	-3

Continuation.
[67] CCn1cc(CNCc2c(C(=O)N3CCCCC3)nc3c(C)cccn23)cn1
[68] Cc1ccn2c(=O)nc(SCC(=O)N3CCC(C)CC3)nc2c1
[69] CC/C(=N\NC(=O)c1csc(C)c1C)c1cccs1
[70] CCOC(=O)C(CC)Sc1cc(C)nc2ccc(OC)cc12 (stereo not drawn)
[71] CCC(=O)NC(c1ccccc1)c1c(OC(C)=O)ccc2ccccc12 (stereo not drawn)
compound no.	67	68	69	70	71
FBPA Giardia inh	-9%	nt	-7%	-5%	-1%
Pf growth 96h	58%[activator]	?	87%[activator]	?	10µM*
HCV inh	3%	18%	-10%	-9%	0%
Shiga toxin inh	-10	nt	95*	-16	-11
Pf growth 48h	-10%	-29%	176%[activator]	?	?
Cycloheximide cs	10	nt	37*	8	1
